KDM4C inh – inhibitors of human demethylase GASC-1 KDM4C; Q9H3R0; GST-KDM4C 2-372, H3K9me3 peptide, LANCE TR-FRET; inhibition, % at 12.5 µM; 96,000 tested, 0.15% active; AID 720574;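 active = mean replicate inhibition above about 25%, with at least 55% of replicates also reaching it, limit read from the data, passing the limit was not always enough; inconclusive = only one of those two conditions met; inactive = neither condition met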
Target sequence (Q9H3R0 2-372 limits assumed): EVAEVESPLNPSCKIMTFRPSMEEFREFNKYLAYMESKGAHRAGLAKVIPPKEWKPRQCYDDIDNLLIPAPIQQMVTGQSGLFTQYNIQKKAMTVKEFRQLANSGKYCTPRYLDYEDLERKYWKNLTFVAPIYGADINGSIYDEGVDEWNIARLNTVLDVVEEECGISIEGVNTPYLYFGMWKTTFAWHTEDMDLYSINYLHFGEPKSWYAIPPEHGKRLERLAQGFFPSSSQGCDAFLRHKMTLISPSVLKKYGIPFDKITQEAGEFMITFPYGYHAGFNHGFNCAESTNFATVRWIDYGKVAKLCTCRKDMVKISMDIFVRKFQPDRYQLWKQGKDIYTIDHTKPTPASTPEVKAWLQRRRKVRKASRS
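Material: GST-tagged GASC-1 (JMJD2C) catalytic fragment, aa 2-372 / Quantity: enzyme final amount 10 nM / Medium: HEPES buffer, pH 7.5, plus ascorbate / Doses: one test concentration per compound / Incubation: 30 min reaction, 60 min detection, RT / Measured by: LANCE TR-FRET / Read-out: inhibition from TR-FRET ratio decrease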
C diff HTS – C. difficile growth inhibition; Clostridium difficile clinical isolate growth, OD600, 24 h; hits give low values; growth activity, negative = inhibition, % at 16 µg/mL (by protocol); 86,000 tested, 0.25% active; AID 1259249;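 active = mean growth activity at or below -80% and every replicate also at or below -80%; inconclusive = mean at or below -80% but some replicate above -80%; inactive = mean growth activity above -80%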;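 note: 0% = DMSO wells and -100% = levofloxacin 16 µg/mL wells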
Pf Dd2 growth – blocks growth of Plasmodium falciparum Dd2 parasites; P. falciparum Dd2 growth, SYBR Green, 72 h; hits give low values; activity change, % at 10 µM; 94,000 tested, 2.3% active; AID 1159554; in the data active = activity change below about -80%; inconclusive = no clear call, values can overlap the other calls
T cruzi growth – blocks T. cruzi growth in NIH3T3 culture. 77,000 tested, 5.9% active. T. cruzi beta-gal in NIH3T3, GalScreen luminescence, 90 h. inhibition, % at 8.34 µM. AID 624255;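 active = mean inhibition above about 93%, with at least 55% of replicates each passing it, limit read from the data, passing the limit was not always enough; inconclusive = only one of those two conditions holds; inactive = neither condition holds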
The depositor's hits bear a star; ? = inconclusive; . = no result given; & = joins results of further samples.

Screens by letter – A = KDM4C inh; B = C diff HTS; C = Pf Dd2 growth; D = T cruzi growth
1	CO[C@@H]1CC[C@H]2CCN(C)C(=O)[C@H](C)CN(C)C(=O)c3cccc(C#N)c3OC[C@@H]1O2
  A: -0.5	B: -5	C: .	D: 22
2	C[C@H](O)C#Cc1ccc2c(c1)O[C@@H](CN(C)Cc1ccncc1)[C@H](C)CN([C@@H](C)CO)S2(=O)=O
  A: -0.8	B: 2	C: -41	D: 110*
3	COc1ccc(S(=O)(=O)Nc2ccc3c(c2)CC(=O)N([C@@H](C)CO)C[C@@H](C)[C@@H](CN(C)S(=O)(=O)c2c(C)noc2C)O3)cc1
  A: -1.7	B: -2	C: -17	D: 20
4	Cc1ccc(S(=O)(=O)N(C)C[C@H]2Oc3ccc(NC(=O)c4ccncc4)cc3CC(=O)N([C@@H](C)CO)C[C@@H]2C)cc1
  A: 3.0	B: 0	C: 15	D: 44
5	C[C@@H]1CN([C@H](C)CO)C(=O)c2cc(C#Cc3cccnc3)cnc2O[C@@H]1CN(C)Cc1ccncc1
  A: .	B: 1	C: -25	D: 66
6	C[C@@H]1CN([C@@H](C)CO)C(=O)c2cc(C#CC(C)(C)O)cnc2O[C@@H]1CN(C)C(=O)C1CCC1
  A: 0.2	B: 2	C: 38	D: 53
7	C[C@H](CO)N1C[C@H](C)[C@@H](CN(C)C(=O)c2ccc3c(c2)OCO3)Oc2cc(-c3cncnc3)ccc2S1(=O)=O
  A: 1.9	B: 1	C: -4	D: 20
8	O=C(NCC[C@@H]1CC[C@@H](NS(=O)(=O)c2ccccc2F)[C@@H](CO)O1)c1ccc(F)cc1
  A: -0.5	B: .	C: -1	D: -66
9	N#C[C@@H]1[C@@H](c2ccccc2C2=CCCCC2)[C@H](CO)N1C(=O)NC1CCCCC1
  A: 0.8	B: -1	C: -29	D: .
10	CNC[C@@H]1Oc2ccc(NC(=O)Nc3c(C)noc3C)cc2CC(=O)N([C@@H](C)CO)C[C@@H]1C
  A: -0.7	B: 2	C: 26	D: 74
11	Cc1noc(C)c1NC(=O)Nc1ccc2c(c1)CC(=O)N([C@@H](C)CO)C[C@@H](C)[C@@H](CN(C)Cc1ccc(Oc3ccccc3)cc1)O2
  A: 0.2	B: -7	C: -4	D: 49
12	C[C@H](CO)N1C[C@H](C)[C@@H](CN(C)CC2CC2)Oc2ccc(NC(=O)Nc3ccc(F)cc3)cc2CC1=O
  A: -3.6	B: 7	C: -4	D: -1
13	COC(=O)[C@@H]1[C@@H](CO)[C@@H]2Cn3c(ccc(-c4ccccc4F)c3=O)[C@@H]2N1CC1CCOCC1
  A: 1.4	B: -4	C: 1	D: 12
14	C[C@@H]1CN([C@H](C)CO)S(=O)(=O)c2ccc(-c3ccc(F)cc3)cc2O[C@H]1CN(C)C(=O)C1CCC1
  A: 0.8	B: .	C: -34	D: 73
15	COc1ccc(S(=O)(=O)N2CCC3(CC2)CN(C(=O)c2cccnc2)[C@@H](CO)c2c3c3ccc(OC)cc3n2C)cc1
  A: 0.2	B: 14	C: -33	D: .
16	COc1ccccc1CNC(=O)C[C@H]1CC[C@@H]2[C@H](COC[C@H](O)CN2Cc2cccc(-c3ccncc3)c2)O1
  A: 3.2	B: -5&-13	C: .	D: 121*
17	C[C@H]1CN([C@@H](C)CO)C(=O)c2cc(C#CC3CC3)cnc2O[C@@H]1CN(C)Cc1ccncc1
  A: 1.2	B: 5	C: -6	D: -33
18	CCC(=O)N1[C@@H]2c3ccc(C4=CCCC4)c(=O)n3C[C@@H]2[C@@H](CO)[C@@H]1C(=O)NCc1ccc(F)cc1
  A: -0.3	B: -1	C: 8	D: 27
19	COc1cccc(NC(=O)N2C[C@H](O)COC[C@H]3O[C@H](CC(=O)NC4CCCC4)CC[C@@H]32)c1
  A: -0.4	B: .	C: 26	D: 1
20	COc1ccc(C#Cc2cnc3c(c2)C(=O)N([C@H](C)CO)C[C@@H](C)[C@@H](CN(C)CC2CCCC2)O3)cc1
  A: 5.9	B: 11	C: -61	D: 76
21	C[C@@H]1CN([C@@H](C)CO)C(=O)c2cc(C#CCN(C)C)cnc2O[C@@H]1CN(C)C(=O)c1cccnc1
  A: 1.4	B: -2	C: 63	D: -5
22	C[C@@H]1CN([C@H](C)CO)C(=O)c2cc(-c3cccc(F)c3)cnc2O[C@@H]1CN(C)Cc1ccccn1
  A: 0.7	B: -1	C: 44	D: .
23	C[C@@H]1CCc2cnnn2COC[C@@H](Cc2ccccc2)NC1=O
  A: 0.4	B: 0	C: .	D: .
24	C[C@H]1CN([C@@H](C)CO)C(=O)Cc2cc(NC(=O)CCN3CCOCC3)ccc2O[C@@H]1CN(C)S(C)(=O)=O
  A: -0.2	B: 1	C: 4	D: -6
25	O=C(Cc1ccccn1)N1CC(=O)N2[C@@H](CO)[C@H](c3ccc(C#CCC4CCCC4)cc3)[C@@H]2C1
  A: -1.6	B: 3	C: -23	D: .
26	Cc1noc(C)c1NC(=O)N(C)C[C@@H]1OCCCC[C@@H](C)Oc2ccc(NS(=O)(=O)c3ccc(F)cc3)cc2C(=O)N([C@@H](C)CO)C[C@H]1C
  A: -1.2	B: 1	C: 10	D: 20
27	C[C@@H]1CN([C@H](C)CO)C(=O)c2cc(NC(=O)CCC(F)(F)F)ccc2O[C@@H](C)CCCCO[C@@H]1CN(C)Cc1ccccc1
  A: 1.6	B: 3	C: .	D: 46
28	C[C@@H]1CCCCO[C@H](CN(C)C(=O)c2ccccc2)[C@@H](C)CN([C@H](C)CO)C(=O)c2cc(NC(=O)CCCN(C)C)ccc2O1
  A: 1.0	B: -1	C: .	D: 19
29	COc1ccc(NC(=O)Nc2cccc3c2O[C@H](CN(C)Cc2ccc(C(F)(F)F)cc2)[C@@H](C)CN([C@H](C)CO)C3=O)cc1
  A: -2.1	B: 5	C: -18	D: -4
30	CO[C@@H]1CN(C)C(=O)c2cc(NC(=O)Nc3cccc(F)c3)ccc2OC[C@@H](C)NC[C@H]1C
  A: 0.3	B: .	C: -52	D: 3
31	C[C@@H]1CCCCO[C@H](CN(C)Cc2ccc(C(F)(F)F)cc2)[C@H](C)CN([C@@H](C)CO)C(=O)c2cc(NC(=O)CCC(F)(F)F)ccc2O1
  A: 2.0	B: 11	C: ?	D: 78
32	Cc1cccc(S(=O)(=O)N2C[C@@H]3[C@H](c4ccccc42)[C@@H](CO)N3C(=O)CC2CC2)c1
  A: -3.2	B: -4	C: 1	D: 47
33	CCC(=O)N1[C@H](CO)[C@H](c2ccc(C3=CCCCC3)cc2)[C@@H]1CNC1CCCC1
  A: 0.2	B: 17	C: -76	D: .
34	O=C(c1ccncc1)N1C[C@H]2[C@@H](c3ccccc31)[C@@H](CO)N2C(=O)c1ccncc1
  A: -0.6	B: -4	C: 8	D: -6
35	CCS(=O)(=O)Nc1ccc2c(c1)C(=O)N(C)C[C@H](OC)[C@H](C)CN(C(=O)C1CCC1)[C@@H](C)CO2
  A: 1.1	B: .	C: 36	D: 13
36	O=C(C[C@@H]1C[C@@H]2c3cc(NC(=O)Nc4ccc(C(F)(F)F)cc4)ccc3O[C@@H]2[C@@H](CO)O1)NCc1cccnc1
  A: 3.9	B: 1	C: -44	D: 7
37	O=C(C[C@H]1CC[C@H]2[C@@H](COC[C@@H](O)CN2CC2CC2)O1)NCC1CC1
  A: 2.5	B: -3	C: 11	D: 19
38	C[C@H]1CN([C@@H](C)CO)C(=O)Cc2cc(NC(=O)C3CCCCC3)ccc2O[C@@H]1CN(C)CC1CC1
  A: 2.4	B: -2	C: -21	D: -7
39	CN1c2ccc(C#Cc3ccc(F)cc3)cc2[C@@H]2[C@@H](CCN2C(=O)CN2CCOCC2)[C@H]1CO
  A: -0.7	B: 0	C: -34	D: 91
40	C[C@@H]1CN([C@@H](C)CO)C(=O)Cc2cc(NC(=O)C3CCCCC3)ccc2O[C@H]1CN(C)Cc1ccc2c(c1)OCO2
  A: 2.7	B: 1	C: -68	D: 42
41	COc1cccc(CNC(=O)C[C@@H]2CC[C@H](NS(=O)(=O)c3ccccc3OC)[C@H](CO)O2)c1
  A: 0.1	B: -3	C: 7	D: 34
42	Cc1ccc(S(=O)(=O)Nc2ccc3c(c2)C(=O)N([C@@H](C)CO)C[C@H](C)[C@H](CN(C)S(C)(=O)=O)O3)cc1
  A: 0.0	B: 0	C: 18	D: -29
43	C[C@@H]1CN([C@H](C)CO)C(=O)c2cccc(NS(=O)(=O)c3ccc(F)cc3)c2O[C@@H]1CN(C)S(=O)(=O)c1ccccc1
  A: 4.1	B: -14	C: -16	D: 15
44	C[C@@H]1CN([C@H](C)CO)S(=O)(=O)c2ccc(-c3ccccc3)cc2O[C@H]1CN(C)C(=O)Cc1ccccc1
  A: -1.8	B: 0	C: -21	D: .
45	CNC[C@H]1Oc2ncc(-c3ccccc3F)cc2C(=O)N([C@H](C)CO)C[C@H]1C
  A: -0.4	B: -3	C: -18	D: .
46	O=C(O)C[C@@H]1C[C@H]2c3cc(NC(=O)Nc4ccccc4F)ccc3O[C@H]2[C@H](CO)O1
  A: 2.6	B: 0	C: 18	D: .
47	C[C@@H]1CN([C@H](C)CO)C(=O)Cc2cc(NC(=O)NC3CCCCC3)ccc2O[C@@H]1CN(C)S(C)(=O)=O
  A: -0.4	B: -2	C: 8	D: .
48	COc1ccccc1S(=O)(=O)N1CC[C@@H]2[C@H]1c1cc(-c3cccc(C#N)c3)ccc1N[C@@H]2CO
  A: 5.1	B: 28	C: 4	D: 86
49	C[C@H](CO)N1C[C@H](C)[C@H](CN(C)S(=O)(=O)c2ccc(F)cc2)Oc2ccc(NS(=O)(=O)c3ccccc3)cc2C1=O
  A: -1.2	B: .	C: -34	D: 14
50	C[C@@H]1CN([C@H](C)CO)C(=O)c2cc(-c3cccnc3)cnc2O[C@@H]1CN(C)C(=O)Cc1cccnc1
  A: -0.3	B: 1	C: -10	D: 43

Next section:
Screens by letter – A = KDM4C inh; B = C diff HTS; C = Pf Dd2 growth; D = T cruzi growth
51	C[C@H]1CN([C@@H](C)CO)C(=O)Cc2cc(NC(=O)Nc3ccc(C(F)(F)F)cc3)ccc2O[C@@H]1CN(C)Cc1ccc2c(c1)OCO2
  A: 0.7	B: 15	C: 45	D: 21
52	C[C@@H]1CN([C@@H](C)CO)C(=O)c2cc(NC(=O)CCCN(C)C)ccc2O[C@@H](C)CCCCO[C@@H]1CN(C)S(=O)(=O)c1ccccc1
  A: 3.4	B: 2	C: 17	D: -36
53	C[C@@H]1CCCCO[C@@H](CN(C)C(=O)c2ccccc2)[C@H](C)CN([C@H](C)CO)C(=O)c2cc(NC(=O)Nc3ccc(C(F)(F)F)cc3)ccc2O1
  A: -0.6	B: -7	C: -57	D: ?
54	COc1ccc(S(=O)(=O)Nc2ccc3c(c2)C(=O)N([C@H](C)CO)C[C@H](C)[C@@H](CN(C)Cc2ccc(-c4ccccc4)cc2)O3)cc1
  A: 2.3	B: 3	C: -18	D: 94
55	COCC#Cc1ccc2c(c1)O[C@@H](CN(C)C)[C@@H](C)CN([C@H](C)CO)S2(=O)=O
  A: 1.8	B: 3	C: 12	D: 7
56	C[C@H]1CN([C@@H](C)CO)C(=O)c2cccc(NS(C)(=O)=O)c2O[C@@H]1CN(C)C(=O)Nc1ccc2c(c1)OCO2
  A: 0.2	B: 5	C: -7	D: 4
57	Cc1cc(C(=O)Nc2cccc3c2O[C@@H](CN(C)C(=O)NC2CCCCC2)[C@@H](C)CN([C@H](C)CO)C3=O)n(C)n1
  A: -1.2	B: 3	C: 6	D: 30
58	Cc1ccc(S(=O)(=O)N2C[C@@H](O)COC[C@@H]3O[C@H](CC(=O)NCc4ccc(Cl)c(Cl)c4)CC[C@H]32)cc1
  A: -0.3	B: .	C: -11	D: 98*
59	CC(C)NC(=O)Nc1ccc2c(c1)CC(=O)N([C@@H](C)CO)C[C@@H](C)[C@H](CN(C)Cc1ccc(C(F)(F)F)cc1)O2
  A: -0.8	B: -6	C: -50	D: .
60	CCCNC(=O)N(C)C[C@@H]1Oc2ncc(C#CC3CC3)cc2C(=O)N([C@@H](C)CO)C[C@H]1C
  A: 18	B: .	C: 13	D: 46
61	O=C(C[C@H]1C[C@@H]2c3cc(NC(=O)Cc4ccncc4)ccc3O[C@@H]2[C@@H](CO)O1)NCCN1CCCCC1
  A: -0.1	B: -1	C: 22	D: -16
62	Cc1ccc(S(=O)(=O)N(C)C[C@@H]2Oc3ccc(NS(=O)(=O)c4ccc(Cl)cc4)cc3CC(=O)N([C@@H](C)CO)C[C@@H]2C)cc1
  A: 0.3	B: 3	C: -81*	D: 42

Assay outcomes (PubChem)
